aGlu spleen mod: qHTS Assay for Inhibitors and Activators of Human alpha-Glucosidase From Spleen Homogenate | hit rate 0.006% among 240,000 | Potency, µM (doses to about 79.9 µM), inactives show at the highest dose activity change, negative = inhibition, most hits filed as inhibitors | human spleen homogenate, 4-MU-alpha-glucoside fluorescence | Lysosomal alpha-glucosidase (Homo sapiens), P10253;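 also: 0% = enzyme with vehicle and -100% = no enzyme basal signal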
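Human spleen homogenate (1 ug) incubated with compounds and 1 mM 4-methylumbelliferyl-alpha-D-glucopyranoside in pH 5.0 citrate/phosphate buffer, 37 C, 40 min. Stopped at pH 10; 4-MU fluorescence (Ex 365/Em 440 nm); AC50 by Hill fit.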
Tau fluor counter: Counterscreen qHTS for Inhibitors of Tau Fibril Formation, Fluorescence Polarization; tau K18 P301L (four-repeat tau fragment) Alexa594 fluorescence, heparin fibrillization; Potency, µM (titrated, usually from 57.7 µM), inactives show at the top dose activity change, negative = decrease; hit rate 0.93% among 280,000; AID 1463, 2008; also: % is scaled to controls: 0 for no effect and ±100 for the full control effect; nearly all actives have a fitted effect of over 55% in size
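Human K18 P301L tau (15 uM unlabeled plus 0.24 uM Alexa 594-labeled, final) in 100 mM sodium acetate pH 7 was mixed with compound and 20 uM heparin and incubated 6 hr at 37 C.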
GAA glycogen mod: qHTS Assay for Inhibitors and Activators of Human alpha-Glucosidase Cleavage of Glycogen; recombinant GAA, glycogen substrate, Amplex Red glucose oxidase fluorescence; Potency, µM (top dose mostly 76.4 µM), inactives show top-dose activity change, negative = inhibition, actives largely listed as inhibitors; AID 2100, 2009; Lysosomal alpha-glucosidase (Homo sapiens), P10253; hit rate 0.38% among 300,000;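 also: 0% = full enzyme reaction and -100% = no-enzyme basal signal; the screen sought inhibitors and activators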
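Recombinant enzyme (4 nM final) with compounds titrated up to 77 uM and bovine liver glycogen (30 ug) in citrate pH 5.0, 0.01% Tween-20, 37 C 40 min. Released glucose detected by Amplex Red/glucose oxidase (Ex 573/Em 610); AC50 from Hill fits.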
NPSR antagonist: qHTS Assay for Antagonists of the Neuropeptide S Receptor: cAMP Signal Transduction | hit rate 1% among 220,000 | Q6W5P4 | CHO-NPSR cells, cAMP TR-FRET, antagonist mode | Potency, µM (highest dose often 38.3 µM), for the others: top-dose activity change, negative = inhibition, usual class: inhibitors; also: % is scaled to controls: 0 for no effect and ±100 for the full control effect; nearly all actives have a fitted effect of over 50% in size; many of its hits are not listed in these tables
Target sequence (Q6W5P4 whole entry, looked up): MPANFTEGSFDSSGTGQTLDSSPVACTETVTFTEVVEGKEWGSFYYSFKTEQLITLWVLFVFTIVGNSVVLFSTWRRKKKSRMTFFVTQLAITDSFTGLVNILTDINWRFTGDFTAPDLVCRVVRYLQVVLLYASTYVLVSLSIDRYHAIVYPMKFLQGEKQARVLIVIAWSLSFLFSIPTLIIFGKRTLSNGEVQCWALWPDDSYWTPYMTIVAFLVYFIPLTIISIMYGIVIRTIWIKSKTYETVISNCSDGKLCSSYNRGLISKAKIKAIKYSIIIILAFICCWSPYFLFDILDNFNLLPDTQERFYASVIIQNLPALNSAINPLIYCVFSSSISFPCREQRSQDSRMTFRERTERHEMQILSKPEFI
GAA inhib: qHTS Assay for Inhibitors of Human alpha-Glucosidase as a Potential Chaperone Treatment of Pompe Disease | AID 1466, 2008 | hit rate 0.005% among 200,000 | Potency, µM (titrated, usually from 76.9 µM), without a hit: top-dose activity change, negative = inhibition, usual class: inhibitors | Lysosomal alpha-glucosidase (Homo sapiens), P10253 | purified human GAA, 4-MU-alpha-glucoside fluorescence;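 also: plate controls were uninhibited enzyme wells for no effect and no-enzyme background for full effect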
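Fluorogenic assay: 4 nM human alpha-glucosidase with 400 uM 4-methylumbelliferyl-alpha-D-pyranoside in 50 mM citrate/phosphate, 0.005% Tween-20, pH 5.0, 20 min at room temperature. Compounds tested up to 77 uM; AC50 from Hill fits.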
ALDH1A1 block: qHTS Assay for Inhibitors of Aldehyde Dehydrogenase 1 (ALDH1A1); Purified ALDH1A1, NADH fluorescence, propionaldehyde substrate; Potency, µM (series often up to 75.3 µM), for the others: at the top dose activity, negative = inhibition, usual class: inhibitors; hit rate 7.3% among 220,000; active = well fitted inhibition curve with a large enough effect, not every such curve was filed as active; inconclusive = small, poorly fitted or top-dose-only effect, or another doubt; inactive = no such curve, though single readings can be large or run the other way;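 also: plate controls were no enzyme wells and a reference inhibitor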
Epigenetic reg: Quantitative High-Throughput Screen for Regulators of Epigenetic Control | murine LDR cells, GFP reporter derepression, 30 h | Potency, µM (top dose mostly 53.9 µM), for inactives: at the highest dose GFP activation, usual class: activators | hit rate 0.2% among 280,000 | AID 1865, 2009; also: % of control where 0% means no effect; nearly all actives have a fitted effect of over 60% in size
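In this reporter-derepression format, murine cells bearing a silenced integrated CMV-GFP locus incubate with test compound (30 h, 37 C), then are washed and imaged; fluorescent objects of 20–120 um count as induced cells.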
GLA spleen mod: qHTS Assay for Inhibitors and Activators of Human alpha-Galactosidase From Spleen Homogenate; hit rate 0.008% among 240,000; AID 2107, 2009; Potency, µM (highest dose often 80 µM), inactives show at the highest dose activity change, negative = inhibition, actives largely listed as inhibitors; human spleen homogenate, 4MU-alpha-Gal fluorescence, 40 min; Alpha-galactosidase A (Homo sapiens), P06280;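 also: 0% = enzyme with vehicle and -100% = no enzyme basal signal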
Target sequence (P06280 32-429 limits assumed): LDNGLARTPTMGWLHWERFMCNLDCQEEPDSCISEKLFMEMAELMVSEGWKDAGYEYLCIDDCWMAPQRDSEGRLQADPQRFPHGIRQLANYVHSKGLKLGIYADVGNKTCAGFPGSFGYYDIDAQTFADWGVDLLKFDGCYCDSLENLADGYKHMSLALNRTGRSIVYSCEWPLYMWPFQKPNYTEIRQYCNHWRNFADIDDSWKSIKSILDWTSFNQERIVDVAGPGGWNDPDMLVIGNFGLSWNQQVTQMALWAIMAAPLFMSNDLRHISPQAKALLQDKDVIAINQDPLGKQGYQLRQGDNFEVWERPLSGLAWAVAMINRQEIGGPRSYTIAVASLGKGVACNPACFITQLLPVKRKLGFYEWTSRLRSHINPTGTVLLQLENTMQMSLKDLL
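qHTS titration in buffer at pH 5.0. Alpha-galactosidase activity in spleen homogenate was measured via 4-methylumbelliferone release from 1 mM fluorogenic substrate after 40 min at 37C and a pH 10 stop. AC50 came from Hill fits of control-normalized data.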
* hit, by the source's call; ? = inconclusive; / = no result given; [ ] = dose if it differs, or a comment. Unless noted, calls follow the shape of the dose curve; as a rule, active = well fitted curve in the direction sought with a large enough effect; inconclusive = small, poorly fitted or top-dose-only effect, or another doubt; inactive = no such curve, though single readings can be large; an effect the other way counts as inactive or inconclusive. Potency is read from the fitted curve at half-maximal effect.

The opening twelve compounds as a preview:
| entry | structure | aGlu spleen mod | Tau fluor counter | GAA glycogen mod | NPSR antagonist |
| --- | --- | --- | --- | --- | --- |
| 1 | CCN(CC)C(=O)CCSc1nnc(-c2ccco2)o1 | / | 4.4% | -4.3% | 19.7% |
| 2 | COc1ccc(S(=O)(=O)CCC(=O)O)cc1 | -6.5% | 6.0% | 3.2% | ? |
| 3 | COc1ccc(N(CC(=O)NC2CCCCC2)C(=O)CNC(=O)c2ccco2)cc1OC | -0.6% | 2.8% | 0.2% | 7.8%[46.1 µM] |
| 4 | COC(=O)c1cc2n(n1)CCN(Cc1cccc(OC)c1)C2=O | / | -2.4% | 3.6% | 17.8% |
| 5 | CC(C)C(=O)NC(Nc1ccc(S(N)(=O)=O)cc1)C(Cl)(Cl)Cl (stereo unspecified) | -5.5% | 2.5% | 8.3% | 21.3% |
| 6 | CN(C)C/C=C/C(O)(c1ccccc1)c1ccccc1 | 2.8% | -0.3% | 0.8% | 11.2% |
| 7 | CSc1nsc(SCC(=O)Nc2ccc(C(C)=O)cc2)n1 | -3.7% | -28.6% | 6.4% | -16.7%[46.1 µM] |
| 8 | O=C(CCC(=O)NNc1nc2ccccc2c2nc(-c3ccccc3)nn12)NCCCN1CCOCC1 | -0.5% | -12.9% | -14.3% | 1.6% |
| 9 | CC(C)=CC(=O)Nc1c(C)cc(C)cc1Cl | 1.9% | 8.6% | 9.6% | 4.3% |
| 10 | COc1ccccc1N(CN1CCCC1=O)C(=O)c1c(F)cccc1F | -5.3% | -5.8% | -0.2% | -7.0%[46.1 µM] |
| 11 | C=CCNc1ncnc2c1[nH]c1ccccc12 | 4.9% | -16.1% | -11.2% | -4.4%[46.1 µM] |
| 12 | C#CCOCCOCCOCCNc1nc(N2CCN(C(=O)[C@H](CCCCN)n3cc([C@@H](N)C(C)CC)nn3)CC2)nc(N2CCN(C(=O)[C@H](CCCCN)n3cc([C@@H](N)CO)nn3)CC2)n1 (stereo partly specified) | -0.9% | 10.1% | -1.4% | -25.3% |

| entry | GAA inhib | ALDH1A1 block | Epigenetic reg | GLA spleen mod |
| --- | --- | --- | --- | --- |
| 1 | -7.7% | -3.9% | -2.2% | 5.1% |
| 2 | -8.9% | 4.4% | -1.1% | -3.9% |
| 3 | 4.9% | 2.0% | 1.0% | -0.8% |
| 4 | ? | 2.5% | -1.1% | 9.6% |
| 5 | 7.6% | -12.5% | -0.9% | 1.1% |
| 6 | / | / | -2.4% | -7.7% |
| 7 | -8.1% | ? | 0.0% | 5.8% |
| 8 | 0.1% | -3.9% | 2.4% | 0.2% |
| 9 | 6.5% | 1.8% | 1.1% | -0.8% |
| 10 | -0.6% | -8.3% | -1.0% | -3.1% |
| 11 | -5.8% | ? | -0.9% | 4.2% |
| 12 | / | ? | -2.0% | -3.2% |

The listing, repeating the preview:
| entry | structure | aGlu spleen mod | Tau fluor counter | GAA glycogen mod | NPSR antagonist |
| --- | --- | --- | --- | --- | --- |
| 1 | CCN(CC)C(=O)CCSc1nnc(-c2ccco2)o1 | / | 4.4% | -4.3% | 19.7% |
| 2 | COc1ccc(S(=O)(=O)CCC(=O)O)cc1 | -6.5% | 6.0% | 3.2% | ? |
| 3 | COc1ccc(N(CC(=O)NC2CCCCC2)C(=O)CNC(=O)c2ccco2)cc1OC | -0.6% | 2.8% | 0.2% | 7.8%[46.1 µM] |
| 4 | COC(=O)c1cc2n(n1)CCN(Cc1cccc(OC)c1)C2=O | / | -2.4% | 3.6% | 17.8% |
| 5 | CC(C)C(=O)NC(Nc1ccc(S(N)(=O)=O)cc1)C(Cl)(Cl)Cl (stereo unspecified) | -5.5% | 2.5% | 8.3% | 21.3% |
| 6 | CN(C)C/C=C/C(O)(c1ccccc1)c1ccccc1 | 2.8% | -0.3% | 0.8% | 11.2% |
| 7 | CSc1nsc(SCC(=O)Nc2ccc(C(C)=O)cc2)n1 | -3.7% | -28.6% | 6.4% | -16.7%[46.1 µM] |
| 8 | O=C(CCC(=O)NNc1nc2ccccc2c2nc(-c3ccccc3)nn12)NCCCN1CCOCC1 | -0.5% | -12.9% | -14.3% | 1.6% |
| 9 | CC(C)=CC(=O)Nc1c(C)cc(C)cc1Cl | 1.9% | 8.6% | 9.6% | 4.3% |
| 10 | COc1ccccc1N(CN1CCCC1=O)C(=O)c1c(F)cccc1F | -5.3% | -5.8% | -0.2% | -7.0%[46.1 µM] |
| 11 | C=CCNc1ncnc2c1[nH]c1ccccc12 | 4.9% | -16.1% | -11.2% | -4.4%[46.1 µM] |
| 12 | C#CCOCCOCCOCCNc1nc(N2CCN(C(=O)[C@H](CCCCN)n3cc([C@@H](N)C(C)CC)nn3)CC2)nc(N2CCN(C(=O)[C@H](CCCCN)n3cc([C@@H](N)CO)nn3)CC2)n1 (stereo partly specified) | -0.9% | 10.1% | -1.4% | -25.3% |
| 13 | COc1ccccc1NC(=S)Nc1ccccn1 | -1.5% | -5.2% | 0.3% | -1.8%[46.1 µM] |
| 14 | O=C(Cn1cnc2c(nnn2Cc2ccccc2)c1=O)N1CCN(c2ccccc2)CC1 | -6.8% | -8.5% | 4.7% | -1.3%[46.1 µM] |
| 15 | CC(=O)Nc1ccc(S(=O)(=O)N(CCO)Cc2ccccc2)cc1 | 2.0% | -10.5% | 5.9% | -16.0%[46.1 µM] |

| entry | GAA inhib | ALDH1A1 block | Epigenetic reg | GLA spleen mod |
| --- | --- | --- | --- | --- |
| 1 | -7.7% | -3.9% | -2.2% | 5.1% |
| 2 | -8.9% | 4.4% | -1.1% | -3.9% |
| 3 | 4.9% | 2.0% | 1.0% | -0.8% |
| 4 | ? | 2.5% | -1.1% | 9.6% |
| 5 | 7.6% | -12.5% | -0.9% | 1.1% |
| 6 | / | / | -2.4% | -7.7% |
| 7 | -8.1% | ? | 0.0% | 5.8% |
| 8 | 0.1% | -3.9% | 2.4% | 0.2% |
| 9 | 6.5% | 1.8% | 1.1% | -0.8% |
| 10 | -0.6% | -8.3% | -1.0% | -3.1% |
| 11 | -5.8% | ? | -0.9% | 4.2% |
| 12 | / | ? | -2.0% | -3.2% |
| 13 | -2.1% | -4.4% | 0.0% | -2.0% |
| 14 | 1.6% | -1.9% | 0.0% | 2.8% |
| 15 | 8.2% | -8.9% | 0.0% | 6.7% |

The results go on.
| entry | structure | aGlu spleen mod | Tau fluor counter | GAA glycogen mod | NPSR antagonist |
| --- | --- | --- | --- | --- | --- |
| 16 | CC(=O)N1C(=O)N(C)C2C1N(C(C)=O)C(=O)N2C (stereo unspecified) | -6.9% | -0.4% | -3.8% | -4.2%[46.1 µM] |
| 17 | CCOC(=O)c1c(C)[nH]c(-c2csc(N)n2)c1C | / | ? | -8.3% | 10.3% |
| 18 | Cc1cc(C)c(S(=O)(=O)N(C)CC(=O)N2CCCCC2)c(C)c1 | 1.9% | -1.9% | 4.2% | -3.7%[46.1 µM] |
| 19 | COc1ccc(C(=O)/C=C/c2ccc(O)cc2)cc1 | -2.5% | -23.2% | -7.3% | -13.1% |
| 20 | O=C1NC[C@H](c2ccccc2)N1 | 5.3% | -2.1% | / | / |
| 21 | COc1ccccc1/C=N/NC(=O)C(=O)NCc1cccnc1 | 3.8% | -7.9% | 4.3% | -37.6% |
| 22 | COc1ccccc1NC(=O)CN1C(=O)C(C)SC(C)C1=O (stereo unspecified) | -2.7% | 1.3% | 12.1% | 7.4% |
| 23 | O=C(c1ccco1)N1CCN(C(=O)c2cc(-c3ccccc3)nc3ccccc23)CC1 | 0.5% | 3.6% | -2.1% | 1.4%[46.1 µM] |
| 24 | O=C(CSc1nnnn1-c1cccc2c1CCCC2)N1CCCCC1 | -11.3% | -3.1% | 1.3% | -1.3%[46.1 µM] |

| entry | GAA inhib | ALDH1A1 block | Epigenetic reg | GLA spleen mod |
| --- | --- | --- | --- | --- |
| 16 | 0.7% | 1.3% | -1.9% | -1.6% |
| 17 | -2.8% | 11.2µM* | 2.2% | 0.7% |
| 18 | -3.2% | -13.8% | 1.2% | 4.1% |
| 19 | / | ? | 1.9% | 5.7% |
| 20 | / | -9.0% | -1.1% | 3.1% |
| 21 | 3.5% | -0.2% | 12.7% | 2.6% |
| 22 | 3.5% | 8.8% | -1.1% | 0.5% |
| 23 | 11.8% | -0.8% | -2.3% | 13.3% |
| 24 | -0.2% | 31.6µM* | -1.0% | 18.1% |

Compound profiles, from the list above. Values in the order: aGlu spleen mod | Tau fluor counter | GAA glycogen mod | NPSR antagonist | GAA inhib | ALDH1A1 block | Epigenetic reg | GLA spleen mod
COc1ccccc1NC(=O)CN1C(=O)C(C)SC(C)C1=O (stereo unspecified) is listed as -2.7% | 1.3% | 12.1% | 7.4% | 3.5% | 8.8% | -1.1% | 0.5%
CCOC(=O)c1c(C)[nH]c(-c2csc(N)n2)c1C is listed as / | ? | -8.3% | 10.3% | -2.8% | 11.2µM* | 2.2% | 0.7%

This is a subset; the hit share may differ from the screen's.
